NCI-60 one-dose screen, 48 h, at 10 µM unless noted. Numbers give growth in % (100 = growth as untreated, 0 = no growth, -100 = all killed).
RPMI-8226: RPMI-8226 leukemia cells. 77,000 tested, 7.5% active. AID 1794781
A549/ATCC: A549/ATCC NSCLC; 81,000 tested, 3.7% active
SR: SR leukemia cells; 73,000 tested, 8.7% active
CCRF-CEM: CCRF-CEM leukemia. 77,000 tested, 7% active
MOLT-4: MOLT-4 leukemia cells; 80,000 tested, 6.9% active; AID 1794779
EKVX: EKVX NSCLC; 71,000 tested, 3% active; AID 1794765
HOP-62: HOP-62 NSCLC. 80,000 tested, 3.9% active. AID 1794735
HOP-92: HOP-92 NSCLC cells. 71,000 tested, 6.3% active. AID 1794738
The depositor's hits bear a star; / = no result given; [ ] = another dose, or the depositor's remark. Rule for the calls: active = growth percent below 10; inactive = the rest. Outcome played no part in choosing rows; about 12% have a hit in one of these screens.

Under each structure – RPMI-8226, A549/ATCC, SR, CCRF-CEM, MOLT-4, EKVX, HOP-62, HOP-92
> Cn1c(=O)c2c(nc(NCc3ccccc3)n2CC(O)CN2CCN(Cc3ccccc3)CC2)n(C)c1=O (stereo not given)
    110.9, 108.0, 93.7, 125.8, 64.0, 100.8, 107.8, 114.2
> C[N+]1(C)C2CC(OC(=O)[C@@H](CO)c3ccccc3)CC1C1OC12 (stereo not given in full)
    101.6, 97.6, /, 95.1, 99.4, 102.5, 97.8, 61.2
> CN(Cc1ccccc1)C1=CC(=O)C(N(C)Cc2ccccc2)=CC1=O
    89.8, 101.1, /, /, /, 104.4, 109.8, 74.1
> CC1=CCC(OC(=O)C(C)(O)CCC(O)(C(=O)OC2(C)C=CC(O)(C(C)C)CC2)C(C)C)(C(C)C)CC1 (stereo not given)
    107.5, 100.6, 103.3, 101.8, 108.7, 99.0, 99.8, 108.7
> COc1ccc(-c2nc(N=Nc3c(O)[nH]c4ccccc34)nc(N3CCOCC3)c2C#N)cc1
    60.2, 51.7, 41.7, 75.5, 80.8, 74.5, 68.0, 19.6
> CCOC(=O)c1ccc(NC(C#N)=C(C#N)C#N)cc1
    88.9, 85.1, 77.7, 74.9, 79.0, 98.9, 94.6, 91.6
> C[n+]1ccc(CCc2c[nH]c3ccccc23)cc1
    94.0, 66.2, 83.8, 101.4, 90.5, 53.9, 69.3, 93.9
> CCCCCC(=O)Oc1ccc(/C(=C(/C)Cc2ccc(OC)cc2)c2ccc(OCCCN(C)C)cc2)cc1
    82.7, 76.1, 10.9, 68.1, 53.5, 88.7, 80.4, 73.4
> CN1C(=O)N(C)C2(c3ccccc3)N(CC(=O)N3CCOCC3)C(=O)NC12c1ccccc1 (stereo not given)
    101.7, 102.0, 101.5, 105.8, 102.3, 98.2, 102.6, 109.5
> C=CC(=O)OC1CCC(C(C)(C)CC)CC1 (stereo not given)
    103.0, 109.1, 98.9, 106.1, 107.4, 117.0, 103.5, 115.0
> COc1ccc(-c2ccnc3c(-c4ccccc4)c(Nc4ccccc4)nn23)cc1
    42.8, 92.3, 50.7, 68.8, 73.5, 96.5, 92.3, 100.2
> O=C(O)c1c2cc(Br)ccc2nc2[nH]c(=O)[nH]c(=O)c12
    100.6, 103.7, 98.9, 92.3, 88.4, 111.0, 104.5, 85.8
> Brc1ccc2c(c1)C(c1c[nH]c3ccccc13)(c1c[nH]c3ccccc13)CCO2
    48.4, 60.0, 73.2, 35.9, 54.3, 76.7, 59.1, 51.5
> N#CC(C#N)=C(N)c1n[nH]n2c1nc(=O)c1c3c(sc12)CCCC3
    101.8, 109.9, 101.3, 107.5, 102.3, 95.9, 102.1, 99.0
> COc1cc(-c2nn(C(C)(C)C)cc2-c2ccnc(NCCCNS(=O)(=O)c3cccc4ccccc34)n2)ccc1Cl
    46.7, 37.6, 38.3, 41.4, 15.1, 36.5, 84.8, 78.1
> COc1ccc(C(Cc2ccccc2)NC(C)CO)cc1 (stereo not given)
    100.1, 95.8, 115.9, 106.9, 110.8, 98.6, 84.4, 91.2
> O=C(Oc1ccc(/C=C/c2cc(OC(=O)c3c(Cl)cccc3Cl)cc(OC(=O)c3c(Cl)cccc3Cl)c2)cc1)c1c(Cl)cccc1Cl
    99.1, 98.8, 92.5, 100.6, 95.0, 98.1, 98.8, 101.4
> O=C(COC(=O)c1ccc([N+](=O)[O-])o1)Nc1cccc(Cl)c1Cl
    89.9, 115.8, 83.8, 96.8, 90.0, 89.9, 110.6, 88.9
> COC(=O)c1c2c(c(C)[n+]([O-])c1C)C(=O)C(NCCCCO)=CC2=O
    109.5, 107.1, 84.3, 98.8, 111.1, 97.8, 92.7, 109.6
> Clc1ccc(C2CC(c3cccc(OCCCCOc4cccc(C5=NOC(c6ccc(Cl)cc6)C5)c4)c3)=NO2)cc1 (stereo not given)
    61.1, 80.8, 80.6, /, 77.1, 66.1, 99.6, 111.6

Exported with each value named: entries from further up.
Brc1ccc2c(c1)C(c1c[nH]c3ccccc13)(c1c[nH]c3ccccc13)CCO2
  RPMI-8226 = 48.4 | A549/ATCC = 60.0 | SR = 73.2 | CCRF-CEM = 35.9 | MOLT-4 = 54.3 | EKVX = 76.7 | HOP-62 = 59.1 | HOP-92 = 51.5

C[n+]1ccc(CCc2c[nH]c3ccccc23)cc1
  RPMI-8226 = 94.0 | A549/ATCC = 66.2 | SR = 83.8 | CCRF-CEM = 101.4 | MOLT-4 = 90.5 | EKVX = 53.9 | HOP-62 = 69.3 | HOP-92 = 93.9

O=C(COC(=O)c1ccc([N+](=O)[O-])o1)Nc1cccc(Cl)c1Cl
  RPMI-8226 = 89.9 | A549/ATCC = 115.8 | SR = 83.8 | CCRF-CEM = 96.8 | MOLT-4 = 90.0 | EKVX = 89.9 | HOP-62 = 110.6 | HOP-92 = 88.9

COc1ccc(C(Cc2ccccc2)NC(C)CO)cc1 (stereo not given)
  RPMI-8226 = 100.1 | A549/ATCC = 95.8 | SR = 115.9 | CCRF-CEM = 106.9 | MOLT-4 = 110.8 | EKVX = 98.6 | HOP-62 = 84.4 | HOP-92 = 91.2

Remaining list, next part:
Under each structure – RPMI-8226, A549/ATCC, SR, CCRF-CEM, MOLT-4, EKVX, HOP-62, HOP-92
> O=C(O)Cc1cccc([N+](=O)[O-])c1
    97.9, 107.3, /, 100.4, 99.0, 103.5, 107.6, 89.3
> O=c1ccn2c(n1)OC1CC2OC1COC(c1ccccc1)(c1ccccc1)c1ccccc1 (stereo not given)
    106.2, 93.5, 46.1[100 µM], 81.8[100 µM], 103.7, 96.3[100 µM], 99.6, 72.4[100 µM]
> CC1=Nc2cnc(Nc3ccc(N4CCNCC4)cc3)nc2Nc2ccccc21
    74.4, 85.2, 77.5, 83.3, 73.6, 95.5, 87.3, 82.4
> Nc1c2c(=O)n3c(nc2nn1-c1nc2ccc(Cl)cc2s1)-c1ccccc1Sc1ccccc1-3
    67.7, 77.8, 60.5, 62.6, 54.4, 57.0, /, 81.4
> CCOC(=O)C(C#N)N=Nc1ccccc1 (stereo not given)
    96.4, /, 96.3, /, 89.2, /, 113.2, 100.5
> C=C(C)C1CC[C@]2(C(=O)NCCCCCCCCN)CC[C@]3(C)C(=CC[C@@H]4[C@@]5(C)C[C@@H](CC#CC#CC[C@@H]6C[C@]7(C)[C@H]8CC=C9[C@H]%10[C@H](C(=C)C)CC[C@]%10(C(=O)NCCCCCCCCN)CC[C@@]9(C)[C@]8(C)CC[C@H]7C(C)(C)[C@H]6OC(C)=O)[C@H](OC(C)=O)C(C)(C)[C@@H]5CC[C@]43C)[C@@H]12 (stereo not given in full)
    97.7, 97.2, 83.3, 96.1, 98.9, 107.8, 97.8, 85.3
> CC(=O)c1cccc(NC(=O)c2sc3nc4cc5c(cc4cc3c2N)OCCO5)c1
    104.6, 99.6, 92.1, 107.8, 96.8, 119.4, 104.8, 108.2
> NC1N=C(SCC(=O)N2CCN(c3cc4c(cc3F)c(=O)c(C(=O)O)cn4C3CC3)CC2)NC(=O)/C1=C/c1ccc(Cl)cc1 (stereo not given)
    100.9, 103.5, 110.4, 107.1, 109.1, 92.8, 103.4, 113.6
> COc1cc2c(cc1OC)/C(=C/c1ccc(N(C)C)cc1)C=C2
    48.4, 85.3, 63.0, 59.9, 54.5, 86.7, 116.1, 96.3
> Cc1ccc(Nc2ccc([N+](=O)[O-])cc2)cc1
    88.9, 83.0, 88.7, 92.6, 77.8, /, /, 76.1
> Nc1ccc(SSc2ccc(N)cc2)cc1
    101.5, 77.7, 103.5, 105.7, 96.1, 106.1, 114.2, 103.0
> Nc1sc2c(c1-c1nnc(-c3ccc(Cl)cc3)o1)CCCC2
    93.0, 86.2, 87.0, 92.9, 84.7, 78.6, 82.8, 95.8
> COc1ccc(C(=O)CSc2nnc(-c3ccc(-c4ccccc4)nc3C)o2)cc1
    95.6, 98.2, 89.7, 108.9, 97.3, 81.4, 93.9, 95.8
> N=C(N)c1ccc(-c2cc(Cl)cc(Cl)c2)cn1
    82.8, 93.9, 55.0, 8.6*, 89.1, 80.4, 91.6, 59.3
> COc1ccc(-c2nc(SCC(C)C)nc(Nc3ccc(C)cc3)c2C#N)cc1
    73.2, 52.6, 44.3, 52.9, 81.6, 72.8, 88.5, 73.9
> O=P(Cc1ccccc1)(c1ccccc1)c1ccccc1
    104.4, 97.4, /, 101.0, 105.1, /, 105.9, /
> CC(=O)N1N=C(c2ccc(Oc3nnnn3-c3ccccc3)cc2)OC1c1ccc(Cl)cc1 (stereo not given)
    72.9, 93.8, 69.5, 72.8, 60.7, /, 92.7, 78.2
> CCN(CC)c1ccc(/C=C2\SC(=S)NC2=O)cc1
    71.1, 90.2, 79.4, 85.9, 73.7, 103.6, 93.1, 69.5
> O=C(O)CSCc1ccccc1
    96.6, 97.4, 111.2, 94.0, 113.7, 104.5, 107.5, 86.4
> C/C(=C(/C)C1CC1CCNC1CCN(C(=O)OC(C)(C)C)CC1)c1ccccc1 (stereo not given)
    72.8, 95.6, 51.5, 92.1, 86.9, 93.5, 100.6, 59.7

Carrying on.
canonical_smiles	RPMI-8226	A549/ATCC	SR	CCRF-CEM	MOLT-4	EKVX	HOP-62	HOP-92
N#Cc1ncc(-c2ccc(F)cc2)c(NC2CCCCCC2)n1	64.5	91.9	99.7	84.8	88.2	/	95.7	61.0
Cc1ccc(C(=O)NCc2ccccc2)cc1	/	64.4	98.4	88.1	102.2	96.6	88.5	87.8
O=C/C=C/c1ccc([N+](=O)[O-])cc1Cl	82.1	98.7	0.1*	42.6	86.6	/	99.9	95.1
COc1ccc(NC(=O)CSc2nnc(-c3cc(-c4ccccc4)nc4ccccc34)n2-c2ccccc2)cc1	90.1	92.4	/	86.9	80.2	78.1	101.1	87.3
NC(=N\N=C/Cc1ccccc1)/C(N)=N\N=C\Cc1ccccc1	100.9	100.7	81.5	95.8	100.3	110.2	112.8	109.1
CCc1nnc(Nc2ccc(C)cc2)o1	99.1	99.9	65.7	97.6	82.6	/	95.9	105.5
CN(N=O)C(=O)N[C@@H]1[C@@H](O)[C@H](O)[C@@H](CO)O[C@@H]1O	112.2	104.6	105.0	102.6	100.8	109.6	106.5	/
O=P(O)(O)Cc1c(Cl)c(Cl)c(CP(=O)(O)O)c(Cl)c1Cl	104.2	115.7	89.9	95.2	100.2	123.4	103.0	98.2
Cc1cnc2nc(-c3ccc(N(C)C)cc3)cn2c1	117.4	95.5	100.5	83.3	91.9	91.7	99.5	104.0
Fc1ccc(F)c(-c2cnc3nonc3n2)c1	/	96.4	97.6	84.2	87.2	109.3	104.0	/
CN1CCN(Cn2nc(-c3cc(Cl)cc(Cl)c3Cl)n(/N=C/c3ccc(Cl)cc3)c2=S)CC1	96.3	94.0	38.7	33.4	59.0	117.5	95.0	43.7
CC(=O)Nc1ccc2c(c1)C[N+](C)(C1CCCCC1)CO2 (stereo not given)	/	105.2	95.6	/	97.3	/	101.6	/
Cn1c(N)cc(=O)n(C)c1=S	111.0	106.5	108.9	99.2	106.0	91.8	97.9	82.8
Cc1nc(/N=C(N)/N=C(\N)c2ccccc2Cl)sc1C	88.1	88.3	55.2	76.9	75.2	88.3	88.0	95.4
COc1ccc(N2CCN(c3cc(Nc4nc(-c5cc(OC)c(OC)c(OC)c5)cs4)nc(C)n3)CC2)cc1	/	72.1	77.3	/	47.4	73.6	88.0	/
COc1ccc2cc([C@H](C)C(=O)OC3CC(C)(C)N([O])C(C)(C)C3)ccc2c1	83.2	99.3	74.4	97.8	89.5	96.7	100.7	93.3
COc1ccc2c(c1)CC/C(=C\c1ccccn1)C2=O	61.0	94.0	52.6	107.0	96.5	95.8	101.6	96.6
CC(=O)[C@@H]1CC[C@]2(C(N)=O)CC[C@]3(C)[C@H](CC[C@@H]4[C@@]5(C)CCC(=O)C(C)(C)[C@@H]5CC[C@]43C)[C@@H]12	80.4	96.3	94.4	99.0	92.5	90.1	92.0	102.7
C#C[C@H]1CCCCCC1O (stereo not given in full)	97.2	104.8	/	97.1	98.4	103.7	104.5	87.0
Cn1c(/C=C(\C#N)c2ccccc2)nc2c(N3CCOCC3)nc(Cl)nc21	-24.3*	30.4	10.7	2.9*	-12.4*	-72.4*	38.0	-75.6*
CC(=O)Nc1cscc1NC(C)=O	95.8	103.9	90.1	89.2	111.3	73.2	98.2	112.4
O=[P@@]1(c2ccccc2)O[C@H](COCc2ccccc2)[C@@H](OCc2ccccc2)[C@H](OCc2ccccc2)[C@H]1O	89.6	83.3	103.3	92.3	94.3	70.7	7.8*	/
COc1nccc2c(Nc3ccc(S(=O)(=O)Nc4cnc5ccccc5n4)cc3)nc(N)nc12	/	99.6	93.1	35.3	88.6	99.8	87.5	/
CCOC(=O)C(=Cc1ccccc1)C(=O)OCC	81.1	98.2	64.8	/	79.0	/	93.3	117.0
CC1(C)O[C@@H]2[C@H]([C@H](O)CO)OC(=C(c3ccccc3)c3ccccc3)[C@@H]2O1	120.6	101.7	/	104.0	/	101.0	97.6	/
COc1ccc(/C=C2\Oc3cc(OCC(=O)c4ccc([N+](=O)[O-])cc4)ccc3C2=O)cc1OC	78.8	114.4	29.2	84.9	86.9	108.6	35.6	64.6
Cc1c(O)c(O)cc2c3c(oc12)CC(C(C)C)CC3=O (stereo not given)	80.5	87.2	61.3	44.4	75.5	80.9	85.4	75.9
COc1cc(OC(F)(F)F)ccc1C(=O)Nc1sc2c(c1C#N)CCC(=O)C2	51.7	93.5	15.1	18.3	90.8	46.7	84.8	95.2
CN1Cn2c(ccc2C(F)(F)F)C(=O)CS1(=O)=O	109.4	108.4	109.5	104.7	100.7	99.2	100.2	101.8
Cn1cc(Nc2nccc(-c3ccc(N4CCCC4)c(C#N)c3)n2)cn1	27.1	22.6	/	34.0	17.2	57.0	25.5	67.0
